# PTHR1 ag – qHTS for PTHR1 Agonists: Primary Screen; HEK293 GP2 PTHR1 cells, GloSensor cAMP luminescence, 1 h; Potency, µM (highest dose often 115 µM), without a hit: top-dose activation, most hits filed as activators; actives 0.075% (n = 410,000); note: potency is the fitted concentration of half-maximal effect; nearly all actives have a fitted effect of over 55% in size; some results filed as inactive show a strong effect at the top dose; inactives centre near -15; many of its hits are not listed in these tables
# Target sequence (Q03431 whole entry, looked up): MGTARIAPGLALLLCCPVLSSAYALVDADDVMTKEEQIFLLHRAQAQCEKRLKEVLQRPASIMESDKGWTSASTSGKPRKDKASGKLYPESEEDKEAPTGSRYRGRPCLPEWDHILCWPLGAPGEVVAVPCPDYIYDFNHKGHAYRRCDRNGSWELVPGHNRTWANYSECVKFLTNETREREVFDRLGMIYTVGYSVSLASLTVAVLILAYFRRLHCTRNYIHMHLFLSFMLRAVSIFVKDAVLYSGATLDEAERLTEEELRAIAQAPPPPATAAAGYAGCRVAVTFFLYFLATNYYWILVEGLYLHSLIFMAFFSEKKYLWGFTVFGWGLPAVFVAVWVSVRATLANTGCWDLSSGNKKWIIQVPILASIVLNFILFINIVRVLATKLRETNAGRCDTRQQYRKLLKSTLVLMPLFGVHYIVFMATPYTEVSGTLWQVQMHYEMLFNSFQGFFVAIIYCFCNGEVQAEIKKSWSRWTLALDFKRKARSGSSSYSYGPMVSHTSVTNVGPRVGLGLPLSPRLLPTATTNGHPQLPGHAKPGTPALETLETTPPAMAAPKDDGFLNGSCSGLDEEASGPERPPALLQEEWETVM
#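 HEK-293-derived GP2 cells expressing PTHR1 and a GloSensor cAMP reporter, 3,000/well, plated overnight, given luciferin plus IBMX (each 0.5 mM as added) for 1 h at 37 °C, then compound for 1 h at 37 °C. Luminescence was read after 15 min at room temperature.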
# EPAC2 agonist – qHTS for Agonist of cAMP-regulated guanine nucleotide exchange factor 4 (EPAC2): primary screen | Potency, µM (top dose mostly 154 µM), inactives show at the highest dose activation, most hits filed as activators | Rap guanine nucleotide exchange factor 4 (Homo sapiens), Q8WZA2 | EPAC2 activation, biochemical qHTS; response scale: 100% = 6.5 mM cAMP response | actives 0.079% (n = 360,000) | AID 720711, 2013; note: potency is the fitted concentration of half-maximal effect; nearly all actives have a fitted effect of over 50% in size
#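 Each well held 100 nM EPAC2, 250 nM RAP1B-BODIPY-GDP and 50 uM GDP. Fluorescence, read at 5-min intervals to 30 min, was referenced to a 6.5 mM cAMP positive control.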
# EPAC2 antagonist – qHTS for Antagonist of cAMP-regulated guanine nucleotide exchange factor 2 (EPAC2): primary screen | EPAC2 GEF exchange of Rap1B-BODIPY-GDP, fluorescence | Potency, µM (highest dose often 114 µM), for inactives: at the top dose activity, negative = inhibition, actives largely listed as inhibitors | actives 0.18% (n = 360,000) | Rap guanine nucleotide exchange factor 4 (Homo sapiens), Q8WZA2; note: potency is the fitted concentration of half-maximal effect; % is set by controls: 0 for no effect and ±100 for the full control effect; nearly all actives have a fitted effect of over 45% in size; many of its hits are not listed in these tables
# MmCpn inh – Inhibitors of TCP-1 ring complex (TRiC) of Methanococcus maripaludis (MmCpn): qHTS; AID 504842, 2011; purified Mm-Cpn ATPase, ADP Transcreener TR-FRET; actives 0.031% (n = 330,000); Chaperonin Mm-Cpn (Methanococcus maripaludis); Potency, µM (top dose mostly 76.9 µM), without a hit: at the highest dose activity, negative = inhibition, most hits filed as inhibitors; note: potency is the fitted concentration of half-maximal effect; % is set by controls: 0 for no effect and ±100 for the full control effect; nearly all actives have a fitted effect of over 80% in size
#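 TR-FRET (320 nm excitation; 590 and 665 nm emission) reports ADP made from 10 uM ATP by 25 nM enzyme; compounds were preincubated 10 min, reaction run 30 min, both at 37°C.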
# D3 antag – qHTS of D3 Dopamine Receptor Antagonist: qHTS; D3R cells, DiscoveRx beta-arrestin luminescence, antagonist mode; active compounds read low; max response, negative = inhibition, %; actives 2.5% (n = 360,000); AID 652054, 2013; in the data active = max response below about -50%; inconclusive = no clear call, values can overlap the other calls; note: % is set by controls: 0 for no effect and ±100 for the full control effect; mostly tested at two doses, the higher about 12 µM
# Target sequence (P35462 whole entry, looked up): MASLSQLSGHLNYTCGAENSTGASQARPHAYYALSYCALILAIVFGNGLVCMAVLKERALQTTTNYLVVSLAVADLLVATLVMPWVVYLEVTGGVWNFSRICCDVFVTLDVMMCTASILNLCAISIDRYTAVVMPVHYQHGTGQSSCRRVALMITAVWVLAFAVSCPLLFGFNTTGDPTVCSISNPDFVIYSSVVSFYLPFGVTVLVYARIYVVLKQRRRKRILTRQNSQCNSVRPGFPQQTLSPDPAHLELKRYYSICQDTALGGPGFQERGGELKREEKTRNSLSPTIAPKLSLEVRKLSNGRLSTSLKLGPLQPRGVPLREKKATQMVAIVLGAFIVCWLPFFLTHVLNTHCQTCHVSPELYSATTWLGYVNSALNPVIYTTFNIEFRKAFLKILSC
#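 Cells expressing the human receptor were seeded at 1500 cells/well, incubated overnight at 37 degrees C in 5% CO2, then exposed to library compounds with dopamine controls for 90 minutes at 37 degrees C before luminescent detection.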
# Akt phos inh – HTS Assay for Inhibitors of Akt Phophorylation: Primary Screen; actives 0.32% (n = 360,000); Neuro2A IGF-stimulated pAkt S473 HTRF, 20 min; active compounds read low; activity change, % for hits at 50 µM; AID 651550, 2012; in the data active = activity change below about -80%; inconclusive = mostly about -51% to -80%; note: % is set by controls: 0 for no effect and ±100 for the full control effect
#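 Neuro2A cells in DMEM with 0.5% FBS, overnight at 37 deg C, given compound at single 50 µM final, then IGF (6 nM final) for 20 min at 37 deg C. Lysed; phospho-Akt Ser473 by HTRF after 24 h, 665/615 ratio.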
# CCT modulator – High-Throughput Screening for Modulators of Cytosolic Chaperonin Activity. activity change, % (concentration not given with the values), hits read low. purified chaperonin ATPase assay, HTRF ADP detection, 30 min. actives 0.3% (n = 360,000); in the data active = activity change below about -30%; note: % is set by controls: 0 for no effect and ±100 for the full control effect
#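 We incubate TRiC, 40 or 20 nM final, with library compounds at 76 uM and 10 uM ATP for 30 min at 37 °C. ADP formed is detected with Transcreener HTRF reagents after 30 min at room temperature.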
# DRD3 agonist – qHTS of D3 Dopamine Receptor Agonist: qHTS. D3R DiscoveRx beta-arrestin cells, luminescence, 90 min. max activation, %. actives 0.58% (n = 410,000). AID 652048, 2013; in the data active = max activation above about 30%; note: 0% is about no effect; mostly tested at two doses, the higher about 12 µM
#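 Cells at 1500/well, incubated overnight, then treated with pinned compounds (dopamine as control) for 90 min at 37 degrees C. DiscoveRx reagent added for 30 - 60 minutes at room temperature; luminescence read.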
# Starred values were filed as active, the others as inactive; i = inactive; ? = inconclusive; . = no result given; [ ] = dose if it differs, or a comment. Unless noted, calls come from the whole dose curve; as a rule, active = well fitted curve in the direction sought with a large enough effect; inconclusive = small, poorly fitted or top-dose-only effect, or another doubt; inactive = no such curve, though single readings can be large; an effect the other way counts as inactive or inconclusive. Some of the compounds tested; count on the stated rates, not on these rows.
compound | PTHR1 ag | EPAC2 agonist | EPAC2 antagonist | MmCpn inh | D3 antag | Akt phos inh | CCT modulator | DRD3 agonist
CCN(CC)S(=O)(=O)c1cc(OC)c(C)cc1C | -7% | 9% | -7% | -5% | 7 | i | -0.1 | 10
C#CC(C)(C)NC(=O)c1cnc(-c2ccccc2)nc1-c1ccccc1 | -44%[inhibitor] | 3% | 2% | 0% | 16 | i | -1.3 | -2
CCOC(=O)c1ccc2c(c1)n(CCO)c(C)[n+]2CC | i | 1% | 7% | 0% | 13 | i | -0.9 | -10
CCc1nc(N2CCN(S(C)(=O)=O)CC2)c2c3c(sc2n1)CCCC3 | i | 9% | -4% | -2% | 0 | i | -2.1 | 6
CCC(CO)Oc1cc(NCc2ccc(Cl)cc2Cl)c2ncn(C(C)C)c2c1 (centres undefined) | -48%[inhibitor] | 6% | -18% | -3% | 3 | i | -0.6 | -1
COc1ccc(S(=O)(=O)NC(CC(=O)NCCc2ccc(OC)c(OC)c2)c2ccco2)cc1 (centres undefined) | i | 6% | -2% | -2% | -13 | i | 0.5 | -4
COc1ccc(CNC(=O)c2csc(Cc3ccc(Cl)cc3)n2)cc1 | -6% | 18% | -4% | 2% | 20 | i | -0.4 | -5
COc1ccc2cc(C(=O)C3CCCN(C(=O)c4snnc4C)C3)ccc2c1 (centres undefined) | -52%[inhibitor] | 13% | -15% | -4% | -1 | i | -0.6 | 14
NC(=O)c1ccsc1NC(=O)c1ccc([N+](=O)[O-])o1 | 0% | 3% | -12% | -4% | 0 | i | 0.4 | -8
COCC(C)n1c(COc2ccccc2F)nnc1SCC(=O)Nc1oc(C)c2c(C)n[nH]c(=O)c12 (centres undefined) | i | 4% | 20% | 1% | 3 | i | 1.6 | -15
Cc1cc(C(=O)COC(=O)c2ccc(O)cc2)c(C)n1Cc1ccco1 | -26% | 7% | -14% | 0% | -15 | i | -0.4 | 5
CC(C)(C)NC(=O)CN(C(=O)CNS(=O)(=O)c1ccc(Cl)cc1)c1ccc2c(c1)OCCO2 | -29% | 15% | -5% | 1% | -10 | i | -0.6 | -24
CCCN(Cc1nnc(-c2cccs2)o1)C(=O)c1cccc(S(=O)(=O)N2CCOCC2)c1 | -2% | 4% | -2% | 2% | 0 | i | -1.2 | -8
Cc1cc(C)c(NC(=O)/C(C#N)=C/c2ccc(OCc3ccc(F)cc3)cc2)c(C)c1 | -16% | 12% | 13% | 2% | 14 | i | 2.5 | 2
c1ccc(CSc2nnc3ccc(-c4ccco4)nn23)nc1 | i | 9% | 16% | -3% | -14 | i | -4.5 | -14
CCc1ccc(NC(=O)N(CCCN2CCOCC2)Cc2cccs2)cc1 | -36%[inhibitor] | 4% | 11% | -1% | 0 | i | -3.2 | -17
CC(=O)Nc1ccc(NC(=O)C2(C)Cc3c(-c4ccccc4)ccnc3O2)cc1 (centres undefined) | -21% | 5% | 9% | . | -113* | i | -1.2 | -4
C#CC(CC)(CC)NC(=O)c1nn(-c2ccccc2Cl)c(C)cc1=O | i | 17% | -9% | 3% | -23 | i | -4.6 | 0
Cc1ccc(Nc2nnc(SCC(=O)Nc3ncc(C(F)(F)F)cc3Cl)s2)cc1 | -13% | -5% | 2% | 0% | -10 | i | 0.8 | 14
O=C(O)Cc1ccc(NC(=O)C2CCCCC2C(=O)O)cc1 (centres undefined) | -23% | -8% | -1% | 2% | 3 | i | 1.2 | 3
CCCOc1ccc(N2C(=O)CC(N(CCC)C(=O)CCC(=O)O)C2=O)cc1 (centres undefined) | 2%[57.5 µM] | 13% | -3% | 1% | -11 | i | -4.0 | -14
Cn1cnc2cc(NC(=O)c3ccco3)ccc21 | i | 7% | 2% | -1% | 6 | i | -1.1 | 4
CC(=O)Nc1ccc(CN2CCCCCCC2)cc1 | i | 5% | -5% | 1% | ? | i | -2.1 | -3
CC(NC(=O)C1CCCN(C(=O)c2ccc(Cl)cc2)C1)c1cccc(C(F)(F)F)c1 (centres undefined) | 11% | 8% | -2% | -3% | -21 | i | 1.9 | -7
Cc1ccc(NC(=O)Cn2cc([N+](=O)[O-])nc2C)cc1C | -5% | 7% | 13% | 3% | -1 | i | 1.6 | -3
CC1=C(C(=O)OCc2ccccc2)C(c2cccc([N+](=O)[O-])c2)NC(=O)N1 (centres undefined) | -52%[inhibitor] | -7% | -1% | 1% | 28 | i | 1.1 | -4
COc1ccc(C(CNC(=O)c2cccc(S(=O)(=O)Nc3ccc(F)cc3)c2)N2CCCC2)cc1 (centres undefined) | i | -3% | 0% | . | ? | i | -1.9 | -29
Cc1ccc(C(=O)NC(C)c2ccc(-n3ccnc3)cc2)o1 (centres undefined) | -6% | 7% | 5% | -1% | 10 | i | -0.4 | 12
COc1ccc2[nH]c(C)c(CCN(Cc3cccs3)C(=S)Nc3ccc(F)cc3)c2c1 | -34%[inhibitor] | 28% | 3% | -13% | -11 | i | -0.5 | -6
CCCCN1CC[C@@H]2C=CC[C@H](C(=O)OC)[C@@H]2C1=O | i | 2% | 5% | 0% | 15 | i | 2.0 | 1
Nc1ncnc(NCc2ccccc2)c1[N+](=O)[O-] | -12% | 6% | 7% | -2% | 22 | i | -1.4 | -3
CCc1n[nH]c(=S)n1/N=C/c1ccccn1 | i | 4% | -2% | 4% | -19 | i | -2.9 | -11
Cn1c(COc2ccc(F)cc2)nc2ccccc21 | -23% | 1% | -16% | 1% | -8 | i | 2.8 | -1
CCOC(=O)C1(C)NC(c2ccco2)C2C(=O)N(CC)C(=O)C21 (centres undefined) | -18% | -6% | 13% | 1% | -3 | i | -4.4 | 0
O=C(CSc1nnc2ccc(-c3ccccn3)nn12)NCCc1ccccc1 | 4% | 1% | 12% | 0% | 12 | i | 1.0 | -5
C=CCn1c(Cc2ccccc2)nc2c(cnn2-c2ccccc2)c1=O | -38%[inhibitor] | 8% | ? | -3% | 30 | i | -1.0 | 39*

# (further entries)
Molecule	PTHR1 ag	EPAC2 agonist	EPAC2 antagonist	MmCpn inh	D3 antag	Akt phos inh	CCT modulator	DRD3 agonist
CCCCC1(CCCC)NC(=S)N(Nc2ccc(C)cc2)C1=O	-18%[57.5 µM]	-17%	5%	1%	3	i	0.4	-4
COc1ccc(S(=O)(=O)N(CC(C)C)CC(C)C)c2cccnc12	29%	6%	-7%	0%	0	i	-0.5	-4
CC(=O)Nc1ccc(NC(=O)COC(=O)Cc2c[nH]c3ccccc23)cc1	i	4%	-5%	0%	-17	i	0.7	-1
COc1ccccc1-n1c(CNC(=O)c2ccco2)nnc1SCC(=O)Nc1nccs1	-7%	8%	6%	1%	-5	i	-0.6	-2
O=C(Nc1cccc2ccccc12)c1cnccn1	-1%[57.5 µM]	4%	18%	-1%	1	i	2.7	-3
CC1=C(C(=O)N2CCCCCC2)CC(CC(=O)NC(c2ccccc2)c2ccccc2)C(=O)N1Cc1ccccc1 (centres undefined)	i	-1%	-2%	.	-17	i	-1.1	-11
O=C(CCC(=O)c1cccs1)NNC(=O)c1cccc(Cl)c1	-14%	12%	10%	1%	-11	i	-2.8	-5
CCn1c(C)nc2cc(C(=O)NNC(=O)Nc3ccc(Cl)cc3)ccc21	i	0%	-5%	-2%	2	i	-1.9	6
COc1ccc(N(C(=O)c2cccc([N+](=O)[O-])c2)S(=O)(=O)c2cccs2)cc1	6%	2%	-8%	2%	-25	i	-1.7	-16

# Structural class, those above with a thiophene ring, fused or not
Molecule	PTHR1 ag	EPAC2 agonist	EPAC2 antagonist	MmCpn inh	D3 antag	Akt phos inh	CCT modulator	DRD3 agonist
CCc1nc(N2CCN(S(C)(=O)=O)CC2)c2c3c(sc2n1)CCCC3	i	9%	-4%	-2%	0	i	-2.1	6
NC(=O)c1ccsc1NC(=O)c1ccc([N+](=O)[O-])o1	0%	3%	-12%	-4%	0	i	0.4	-8
CCCN(Cc1nnc(-c2cccs2)o1)C(=O)c1cccc(S(=O)(=O)N2CCOCC2)c1	-2%	4%	-2%	2%	0	i	-1.2	-8
CCc1ccc(NC(=O)N(CCCN2CCOCC2)Cc2cccs2)cc1	-36%[inhibitor]	4%	11%	-1%	0	i	-3.2	-17
COc1ccc2[nH]c(C)c(CCN(Cc3cccs3)C(=S)Nc3ccc(F)cc3)c2c1	-34%[inhibitor]	28%	3%	-13%	-11	i	-0.5	-6
O=C(CCC(=O)c1cccs1)NNC(=O)c1cccc(Cl)c1	-14%	12%	10%	1%	-11	i	-2.8	-5
COc1ccc(N(C(=O)c2cccc([N+](=O)[O-])c2)S(=O)(=O)c2cccs2)cc1	6%	2%	-8%	2%	-25	i	-1.7	-16
